Screening data deposited in PubChem by several laboratories.
NTR1 agonist = NTR1-driven beta-arrestin-GFP spot formation – imaging, U2OS cells, high content, primary screen (AID 493036); P30989; agonist mode; activation, % at 20 µM; 330,000 compounds, 0.17% hits;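 active = activation at or above 40% of the spot to cytoplasm intensity ratio, with at least 20 cells analyzed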;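 also: 0% = DMSO without peptide and 100% = 100 nM NTR1 peptide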
Target sequence (P30989 whole entry, looked up): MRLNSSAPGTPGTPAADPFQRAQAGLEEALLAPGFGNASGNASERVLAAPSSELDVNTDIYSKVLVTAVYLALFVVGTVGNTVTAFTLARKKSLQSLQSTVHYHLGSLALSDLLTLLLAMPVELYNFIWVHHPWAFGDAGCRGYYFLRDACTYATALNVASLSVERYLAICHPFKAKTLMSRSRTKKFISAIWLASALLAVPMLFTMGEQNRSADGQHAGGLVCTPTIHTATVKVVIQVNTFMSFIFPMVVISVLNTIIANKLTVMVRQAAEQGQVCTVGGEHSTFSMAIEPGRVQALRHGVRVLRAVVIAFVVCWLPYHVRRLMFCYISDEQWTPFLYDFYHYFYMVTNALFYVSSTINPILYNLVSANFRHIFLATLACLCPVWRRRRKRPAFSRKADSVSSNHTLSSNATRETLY
MgcRacGAP inhibition = MgcRacGAP GTPase-activating activity inhibitors, confirmation, biochemical, ADP Hunter fluorescence; inhibition, % at 30 µM, or IC50 in µM where a hit was titrated; AID 624330; MgcRacGAP-stimulated Rac1 GTP hydrolysis, ADP Hunter fluorescence; higher % means a stronger effect; GST-tagged Rac1 F28L mutant substrate; 340,000 compounds, 0.6% hits;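 active = first-screen hits whose inhibition reached a set limit at any dose in the follow-up dose series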;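 also: fluorescence reports GDP produced by GAP-driven GTP hydrolysis; strong numbers were not always called active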
UTI89 phage lysis = inhibition of K1F phage lysis, E. coli UTI89, bacterial capsule biogenesis inhibitors, alamar blue (AID 488966). E. coli UTI89 K1F phage lysis, alamar blue, 2 h; higher % means a stronger effect. inhibition, % at 100 µM, or IC50 in µM where a hit was titrated. 340,000 compounds, 0.02% hits;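 active = phage lysis inhibition, versus mean bacterial control, above a set limit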;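 also: capsule biogenesis inhibitors block K1F phage lysis so surviving cells raise fluorescence; higher fluorescence means more inhibition of phage lysis; actives were called in the ten point dose series up to 300 µM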
GPR55 antagonists = inhibition of LPI-stimulated GPR55 beta-arrestin translocation – imaging, U2OS, beta-arrestin-GFP, LPI agonist, primary screen (AID 2013); U2OS GPR55 beta-arrestin-GFP translocation imaging, LPI antagonism; higher % means a stronger effect; inhibition, % at 10 µM, or IC50 in µM where a hit was titrated; 290,000 compounds, 0.13% hits;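 active = spots per cell inhibited over 60%, with over 100 cells counted and total cytoplasm intensity under 500,000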;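 also: U2OS cells stably carrying GPR55 and arrestin-GFP stimulated by 5 µM LPI near EC80; imaged beta-arrestin-GFP aggregate spots per cell after agonist stimulation; plate controls were LPI-stimulated DMSO wells for no effect and DMSO wells without LPI for full effect; some results filed as inactive read as strong as hits; confirmed hits need IC50 under 10 µM and bright autofluorescent wells are also inconclusive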
KOR beta-arrestin-1 = kappa opioid receptor activators – cell-based, luminescence, uHTS, primary screen (AID 1777). KOR beta-arrestin recruitment, luminescence; higher % means a stronger effect. 280,000 compounds, 0.02% hits. activation, % at 10 µM, or EC50 in µM where a hit was titrated; in the data active = activation above about 50%, passing the limit was not always enough; also: a part of the inactive calls stands beside numbers as strong as those of hits
GPR55 beta-arrestin = selective activators of receptor GPR55 – imaging, U2OS cells, beta-arrestin-GFP redistribution, primary screen (AID 1961) | U2OS GPR55 beta-arrestin-GFP redistribution imaging; higher % means a stronger effect | activation, % at 10 µM; hits with a dose series show EC50 in µM | 290,000 compounds, 0.048% hits;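 active = activation above 40% with more than 50 cells counted in the well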;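 also: U2OS osteosarcoma cells stably expressing GPR55 and beta-arrestin-GFP; plate controls were DMSO negative control for no effect and LPI positive control for full effect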
KOR beta-arrestin-2 = KOR antagonists, beta-arrestin recruitment, cell-based, luminescence, uHTS (AID 1778). 290,000 compounds, 0.091% hits. KOR beta-arrestin recruitment, luminescence, antagonist mode; higher % means a stronger effect. inhibition, % at 10 µM; hits with a dose series show IC50 in µM; in the data active = inhibition above about 50%; also: strong numbers were not always called active
GPR35 antagonists = GPR35 antagonists blocking zaprinast-driven arrestin recruitment, primary screen, imaging, U2OS, beta-arrestin-GFP, zaprinast agonist (AID 2058); one-dose inhibition, % at 10 µM; IC50 in µM for titrated hits; U2OS GPR35 beta-arrestin-GFP translocation imaging, zaprinast antagonism; higher % means a stronger effect; 290,000 compounds, 0.052% hits;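 active = inhibition of at least 50% with at least 30 cells and total cytoplasm GFP at most 10,000,000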
NOD1 NF-kB reporter = NOD1 signaling inhibitors, primary screen, cell-based, luminescence, uHTS (AID 1578); NOD1-driven NF-kB luciferase reporter cells, luminescence; higher % means a stronger effect; inhibition, % at 4 µM, or EC50 in µM where a hit was titrated; 290,000 compounds, 1% hits; in the data active = inhibition mostly above about 36%, no sharp cut-off; inactive = mostly below about 34%;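 also: HEK-293T reporter cells stimulated with the NOD1 agonist gamma-tri-DAP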
NTR1 agonist cell count 20 µM = second read-out of NTR1 agonist, no call of its own (marks repeat the call); cell count; measured here: cell count, cytotoxicity flag
Numbers without * were called inactive; . = not tested or not shown; [ ] = dose if it differs, or a comment.

SMILES	NTR1 agonist	NTR1 agonist cell count 20 µM	MgcRacGAP inhibition	UTI89 phage lysis	GPR55 antagonists	KOR beta-arrestin-1	GPR55 beta-arrestin	KOR beta-arrestin-2	GPR35 antagonists	NOD1 NF-kB reporter
CCOc1cc(NC(=S)NCCCN2CCOCC2)c(OCC)cc1NC(=O)CC(C)C	4.5	73	9%	3.8%	14%	5.1%	0.6%	6%	17%	-6%
CCCc1nnc(NC(=O)CCC(=O)N2CCCCC2)s1	1.4	55	14%	0.2%	12%	-4.3%	-0.2%	-15%	11%	-15%
Cc1ccc(N2C(=O)CC(Nc3ccc(Cl)c(S(=O)(=O)N(C)C)c3)C2=O)c(C)c1 (stereo not given)	0.0	31	4%	0.1%	18%	-5.4%	-0.5%	-4%	-12%	-20%
CC12CCC(C(=O)Nc3ccc(Br)cn3)(OC1=O)C2(C)C (stereo not given)	0.7	50	.	.	5%	-5.0%	-0.1%	11%	-10%	3%
O=S(=O)(NCC1CCCO1)c1ccc(Oc2ccccc2)cc1 (stereo not given)	2.3	89	7%	0.0%	-5%	0.3%	-0.2%	-1%	11%	11%
COc1cc(C2Nc3ccccc3C(=O)N2c2ccccc2OC)ccc1O (stereo not given)	0.8	53	11%	4.3%	2%	1.2%	-0.2%	-60%	-5%	34%
CC(=O)NCCc1nc2cc(NC(=O)c3ccc([N+](=O)[O-])cc3)ccc2n1C	-0.2	84	12%	1.3%[50 µM]	-13%	-7.3%	0.0%	-1%	4%	9%
O=C(c1cnc2n(c1=O)CCS2)N1CCc2ccccc21	-3.1	60	1%	6.2%	8%	-4.0%	-0.5%	0%	-10%	5%
CCC(=O)NC(=S)Nc1ccc(NC(=S)NC(=O)c2ccccc2)cc1	.	.	4%	0.3%	-12%	.	0.2%	-58%[20 µM]	11%	-24%
CC1CN(C(=O)c2cccc(COc3ccc(Br)cc3)c2)CC(C)O1 (stereo not given)	2.0	43	-4%	-0.2%	4%	-1.7%	-0.2%	.	1%	-57%
CC(NS(=O)(=O)c1cn(C)c(=O)n(C)c1=O)c1ccccc1 (stereo not given)	0.1	63	6%	-0.7%[50 µM]	1%	-6.2%	0.0%	2%	-1%	-38%
S=C(Nc1ccc2c(c1)OCCO2)Nc1ccccc1Cl	-0.2	49	3%	-0.1%	-7%	-1.2%	-0.1%	10%	-1%	-47%
C/C(=N\NC(=O)c1cccc(C)c1O)c1ccc(NC(=O)Cc2ccccc2)cc1	-0.1	54	-8%	0.5%	14%	-2.7%	-0.2%	19%	-1%	-30%
CCOC(=O)/C=C(\C)N1N=C(c2ccccc2)CC1c1ccccc1 (stereo not given)	-0.6	33	8%	-0.1%	9%	-1.8%	25%	2%	5%	5%
O=C(COC(=O)[C@H](Cc1c[nH]c2ccccc12)NC(=O)c1ccc(Cl)cc1)Nc1ccc2c(c1)OCO2	13	67	4%	0.6%	-6%	20%	0.5%	3%	12%	-13%
C=C(C)[C@@H]1CC=C(C(=O)O)CC1	-0.1	52	1%	5.0%	-6%	-7.4%	-0.1%	-11%	-7%	-7%
CCN1CCN(CCC(=O)Nc2ccccc2C)CC1	0.5	74	3%	-0.5%	2%	-1.2%	-0.1%	-45%[20 µM]	3%	-22%
COc1ccc(C2C(C(N)=O)=C(C)Nc3nc(-c4ccccc4Cl)nn32)c(OC)c1 (stereo not given)	-2.5	43	3%	-1.4%	-27%	-1.4%	-0.1%	-6%	-6%	0%
COc1cc(OC)c(C2=NOC(C(=O)NCc3ccc4c(c3)OCO4)C2)cc1Cl (stereo not given)	-0.5	56	3%	4.3%	-10%	-0.1%	-0.3%	6%	13%	1%
Cc1ccc(S(=O)(=O)Nc2ccc3[nH]ccc3c2)cc1	-0.9	105	8%	0.0%	8%	-3.0%	0.0%	-4%	-7%	1%
O=C(/C=C/c1ccc(F)cc1)NCc1ccco1	1.2	66	5%	2.1%[50 µM]	6%	-1.4%	0.5%	.	7%	17%
OC(CNCCCCNCC(O)C(F)(F)F)C(F)(F)F (stereo not given)	-1.2	55	0%	0.2%	2%	-3.8%	-0.1%	-6%	-7%	-9%
Cc1ccc(-c2nn3c(C)nnc3s2)cc1NC(=O)CSc1ccc(Cl)cc1	6.2	73	-10%	-1.4%	5%	10%	0.2%	-2%	4%	-3%
O=C(CC12CC3CC(CC(C3)C1)C2)NC(=S)N1CCCCC1	3.4	65	10%	3.6%	4%	-4.4%	-0.1%	5%	7%	-21%
CCOC(=O)N1CCC(NC(=O)Cn2cc3c(n2)CCCCC3)CC1	-2.4	49	6%	3.7%	8%	-5.3%	0.3%	-45%	-3%	-8%
O=C(CCc1nc2ccccc2s1)N1CCN(S(=O)(=O)c2cccs2)CC1	-1.2	79	4%	0.1%	.	-4.8%	-0.2%	-28%	16%	-8%
COc1cccc(C2CC(c3cccs3)=NN2C(=O)CSc2nc3ccccc3o2)c1OC (stereo not given)	1.8	49	10%	1.5%	2%	-1.2%	0.2%	5%	-10%	2%
COc1ccc(CNc2ccc3c(c2)CCC3)cc1OC	-0.8	42	.	.	5%	-2.6%	0.3%	21%	-2%	-16%
CC1CN(CCOCCOc2ccccc2-c2ccccc2)CC(C)O1 (stereo not given)	0.7	59	87µM*	-0.8%	-24%	-0.6%	-0.1%	28%[20 µM]	-9%	-20%
O=C(O)c1cc(Cl)c(Cl)cc1C(=O)Nc1cccnc1	0.2	40	.	.	0%	1.1%	0.1%	-24%	-12%	3%

Remaining list, next part:
SMILES	NTR1 agonist	NTR1 agonist cell count 20 µM	MgcRacGAP inhibition	UTI89 phage lysis	GPR55 antagonists	KOR beta-arrestin-1	GPR55 beta-arrestin	KOR beta-arrestin-2	GPR35 antagonists	NOD1 NF-kB reporter
COc1cc(C(F)(F)F)ccc1C(=O)NCCc1ccco1	1.3	77	-3%	-0.1%	9%	-0.9%	-0.2%	-25%	5%	-2%
Cc1cc(=O)[nH]c(NN=C2CCC(C(C)(C)C)CC2)n1 (stereo not given)	1.3	42	8%	0.8%	8%	-2.8%	-0.5%	-6%	-15%	-30%
O=C(NCCCN1CCCC1)c1ccc(CS(=O)(=O)c2c(Cl)cccc2Cl)o1	0.4	68	10%	0.2%	-8%	12%	0.0%	-12%	-6%	10%
O=C(OCC(=O)N1CCc2ccccc21)c1ccccn1	-0.2	41	9%	-0.4%	-5%	4.0%	0.0%	-43%[20 µM]	9%	-23%
COc1ccc(CNC(=O)C(=O)c2cn(CC(=O)N3CCCC3)c3ccccc23)cc1	1.0	57	9%	0.0%	10%	3.5%	-0.2%	9%	18%	-27%
C=C(C)COc1ccc(-c2[nH]ncc2-c2ccc(Br)cc2)c(O)c1	41*	50*	10%	-3.3%[50 µM]	-26%	8.0%	-0.2%	-36%	-18%	-23%
CCOC(=O)C1CCN(C2=C(NS(=O)(=O)c3ccc(Cl)cc3)C(=O)c3ccccc3C2=O)CC1	2.3	47	17%	0.1%	-3%	1.5%	-0.3%	-1%	-19%	1%
CC(=O)Nc1ccc(NC(=O)c2ccc(NS(=O)(=O)c3cccc4cccnc34)cc2)cc1	1.8	84	11%	0.1%	0%	-2.7%	0.0%	-14%	-5%	-11%
Cc1cc(C)nc(N2CCCC(C(=O)NCc3cccc(C(F)(F)F)c3)C2)n1 (stereo not given)	0.3	56	6%	2.1%	-2%	3.0%	-0.3%	2%	-21%	-10%
CC(C)(O)C#Cc1ccc(CN2CCN(Cc3ccsc3)C(CCO)C2)s1 (stereo not given)	-0.2	81	12%	0.1%	9%	-2.7%	0.4%	-11%	-8%	-18%
O=c1cc2c(nn1Cc1ccccc1Cl)-c1ccccc1CC2	4.0	61	7%	2.8%	0%	0.6%	0.0%	-40%	6%	-11%
COC(=O)N/N=C/c1ccccc1OCc1ccccc1	-0.8	55	8%	2.8%	6%	4.6%	1.2%	14%	-8%	12%
CC(C)(C)c1cc(Br)ccc1OCC(=O)Nc1ncn[nH]1	2.3	43	9%	0.5%	5%	3.4%	-0.1%	-36%	-17%	40%
CC(=O)NC1Sc2ccccc2N=C1c1ccccc1 (stereo not given)	1.4	37	19%	0.3%	-3%	-0.2%	-0.1%	-31%	16%	-54%
O=C(c1ccc(Cl)cc1)N1CCC(O)(CSc2ccccc2)CC1	0.3	41	14%	0.3%	6%	0.3%	0.0%	34%	-1%	-12%
CC1CC(C)CN(S(=O)(=O)c2ccc(C(=O)Nc3nnc(-c4cccs4)o3)cc2)C1 (stereo not given)	1.1	56	9%	1.6%	24%	-1.7%	0.0%	11%	2%	78%
Cc1nn(Cc2cccc3ccccc23)c(C)c1NC(=O)c1cccnc1	-1.0	102	3%	0.3%	-4%	-1.2%	0.2%	-15%	4%	-49%
Cc1ccc(C(=O)N2CCCCCC2)cc1Br	-2.0	68	7%	0.4%	19%	-3.3%	0.2%	32%	6%	-21%
CC(C)[C@H](NC(=O)[C@@H]1CSCN1C(=O)OC(C)(C)C)C(=O)NCC1CCC(C(=O)O)CC1 (stereo not given in full)	-1.6	89	7%	0.3%	15%	-1.4%	-0.1%	4%	9%	5%
Cc1ccc(OCCCC(=O)Nc2ccc(S(N)(=O)=O)cc2)cc1	0.2	43	5%	-2.1%	4%	5.1%	-0.4%	-18%	-1%	-17%
CCN(CC)c1ccc2cc(S(=O)(=O)c3ccc(Cl)cc3)c(=O)oc2c1	-0.7	65	-9%	-9.1%	28%	1.9%	0.3%	-3%	-5%	-7%

Some of the compounds tested; count on the stated rates, not on these rows.
